PfG6PD inh = PfG6PD enzyme inhibitors, primary screen, biochemical, fluorescence intensity, uHTS; hit rate 0.78% among 350,000; inhibition, % at 20 µM; AID 504690, 2011; PfGluPho enzyme, NADPH resazurin-diaphorase fluorescence;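 active = inhibition reaching at least a set limit at 20 µM in the primary screen, cut at about 59% in these data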;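 also: 0% = DMSO wells with substrate and 100% = DMSO wells lacking glucose-6-phosphate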
SENP6 block = SENP6 protease inhibitors, primary screen, biochemical, luminescence, uHTS | hit rate 1.8% among 330,000 | Recombinant SENP6 catalytic domain, aminoluciferin luminescence | inhibition, % at 10 µM | Sentrin-specific protease 6 (Homo sapiens), Q9GZR1;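 active = inhibition above about 50% at the single tested dose, limit read from the data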;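 also: plate controls were DMSO wells with enzyme for no effect and DMSO wells lacking enzyme for full effect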
SENP8 block = human SENP8 protease inhibitors, primary screen, biochemical, fluorescence, Nedd8 protein substrate, uHTS | inhibition, % at 20 µM | Sentrin-specific protease 8 (Homo sapiens), Q96LD8 | recombinant SENP8 | AID 602440, 2012 | hit rate 0.64% among 360,000; in the data active = inhibition mostly above about 40%, no sharp cut-off; inactive = mostly below about 27%
Target sequence (Q96LD8 whole entry, looked up): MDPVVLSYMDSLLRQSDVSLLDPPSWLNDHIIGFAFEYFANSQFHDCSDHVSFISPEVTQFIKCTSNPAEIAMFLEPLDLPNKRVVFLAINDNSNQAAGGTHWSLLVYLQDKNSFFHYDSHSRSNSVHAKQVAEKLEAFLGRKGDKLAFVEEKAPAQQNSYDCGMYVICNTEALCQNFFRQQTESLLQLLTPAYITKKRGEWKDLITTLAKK
NR3A LBD binder = binders of NR3A ligand-binding domain, primary screen, biophysical, differential scanning fluorimetry, uHTS; Tm shift relative to glycine control, % at 25 µM; NR3A LBD differential scanning fluorimetry, Tm shift; 0% = protein alone, 100% = glycine-bound protein; hit rate 2.5% among 340,000; Glutamate receptor ionotropic, NMDA 3A (GRIN3A) ligand-binding domain;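 active = melting temperature shift of at least 10% of the positive control shift, at one fixed dose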
hIAP activ = human IAP activators, primary screen, biochemical, luminescence, uHTS. purified human IAP, CDP-Star luminescence, 30 min; hits give high values; 1 = vehicle-only enzyme, 0 = enzyme-free background. activation factor at 10 µM. hit rate 0.16% among 330,000. AID 2524, 2010;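 active = activation factor of the enzyme at least 2-fold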; also: the source names both 10 and 20 µM as test concentration; values of inactives mirror those of a sister screen read the other way
Target sequence (P09923 whole entry, looked up): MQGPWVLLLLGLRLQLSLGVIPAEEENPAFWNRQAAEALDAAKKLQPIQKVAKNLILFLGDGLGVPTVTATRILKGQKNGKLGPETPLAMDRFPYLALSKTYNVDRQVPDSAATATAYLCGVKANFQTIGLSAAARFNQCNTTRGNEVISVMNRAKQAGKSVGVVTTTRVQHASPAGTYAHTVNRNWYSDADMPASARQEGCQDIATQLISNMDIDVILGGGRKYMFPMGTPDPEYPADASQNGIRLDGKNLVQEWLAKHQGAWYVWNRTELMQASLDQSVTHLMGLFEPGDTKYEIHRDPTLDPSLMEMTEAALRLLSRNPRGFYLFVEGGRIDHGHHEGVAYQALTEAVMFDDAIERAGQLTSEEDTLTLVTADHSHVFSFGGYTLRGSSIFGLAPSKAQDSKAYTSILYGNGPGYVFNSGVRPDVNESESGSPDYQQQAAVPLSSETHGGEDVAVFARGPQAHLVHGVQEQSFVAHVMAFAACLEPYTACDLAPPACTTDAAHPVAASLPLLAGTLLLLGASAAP
MPTP inh = mitochondrial permeability transition pore inhibitors, primary screen, biochemical, isolated mouse mitochondria, absorbance; inhibition, % at 10 µM; Ca2+ swelling absorbance, 30 min; AID 602449, 2012; hit rate 1.4% among 360,000;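 active = inhibition of 50% or more, scaled per plate between neutral and stimulator controls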;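 also: 0% = DMSO wells given calcium and 100% = 1 mM EGTA wells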
SENP1 FRET inh = human SENP1 catalytic domain inhibitors, primary screen, biochemical, FRET, uHTS. Sentrin-specific protease 1 (Homo sapiens), Q9P0U3. hit rate 0.21% among 360,000. recombinant SENP1 catalytic domain, CyPet-SUMO1-YPet FRET cleavage. inhibition, % at 10 µM. AID 624204, 2012;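 active = inhibition at least 30% at 10 µM, raw YFP signal under a set limit, fluorescence ratio 0.5 to 1.5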;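 also: 0% = enzyme with DMSO and 100% = no enzyme wells; some results filed as inactive read as strong as hits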
Target sequence (Q9P0U3 419-644 limits assumed): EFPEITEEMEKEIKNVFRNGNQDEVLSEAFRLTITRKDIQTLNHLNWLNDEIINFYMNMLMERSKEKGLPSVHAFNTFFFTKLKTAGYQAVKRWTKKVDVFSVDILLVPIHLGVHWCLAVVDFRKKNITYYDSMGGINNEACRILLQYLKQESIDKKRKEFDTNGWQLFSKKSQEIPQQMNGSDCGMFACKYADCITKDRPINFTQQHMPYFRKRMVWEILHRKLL
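material = recombinant human SENP1 catalytic domain, His6-tagged | quantity = 20 pM enzyme | reagent = 25 nM SUMO1 FRET substrate | compound dosing = 10 µM single point, 0.5% DMSO | timing = 50 min enzyme reaction, room temperature, light-protected | detection = FRET, CFP and YFP emission | control set = no-enzyme low, enzyme-DMSO high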
ATG4B inhibitor = ATG4B protease inhibitors, primary screen, biochemical, fluorescence, uHTS. Cysteine protease ATG4B (Homo sapiens), Q9Y4P1. ATG4B cleavage of LC3-PLA2, NBD-HPC fluorescence, 1 h. inhibition, % at 8.33 µM. hit rate 0.51% among 340,000; in the data active = inhibition above about 40%
* = called active by the depositor; i = inactive; nt = not tested or not shown.

entry	Structure	PfG6PD inh	SENP6 block	SENP8 block	NR3A LBD binder	hIAP activ	MPTP inh	SENP1 FRET inh	ATG4B inhibitor
1	CC1(C)OC(=O)C(=CNc2ncccn2)C(=O)O1	1	8	16	-13	0.97	-0.2	-8	4
2	CCCCn1c(=S)[nH]c2cc(S(=O)(=O)N3CCOCC3)ccc21	22	9	0	0	1.2	0.0	-8	-5
3	CCN(c1cccc(C)c1)C(C(=O)Nc1ccc(OC)cc1)c1cc2c(cc1[N+](=O)[O-])OCO2 (stereo not drawn)	-5	-38	3	-1	0.99	1.8	3	-8
4	Cc1ccc(C2NC(=S)N3C(c4ccc(C)cc4)NC(=S)N23)cc1 (stereo not drawn)	13	nt	5	nt	nt	2.9	4	nt
5	CC1(C)CC2CC(C)(CN2S(=O)(=O)c2cccc(C(=O)O)c2)C1 (stereo not drawn)	-30	14	-4	-2	1.1	0.0	0	4
6	OC(c1cccnc1)c1cccs1 (stereo not drawn)	6	8	14	-2	1.1	0.3	2	-2
7	COc1ccccc1N1C(N)=NC(N)=NC12CCCCC2	10	nt	8	5	nt	-0.2	3	-1
8	COC(=O)C1C2C=CC3(CN(CC4CCCO4)C(=O)C13)O2 (stereo not drawn)	-18	-2	24	-2	0.94	2.0	6	-9

Values by screen from above:
MPTP inh for entries 1 to 8: -0.2, 0.0, 1.8, 2.9, 0.0, 0.3, -0.2, 2.0
SENP6 block for entries 1 to 8: 8, 9, -38, nt, 14, 8, nt, -2
SENP8 block for entries 1 to 8: 16, 0, 3, 5, -4, 14, 8, 24

(further entries)
entry	Structure	PfG6PD inh	SENP6 block	SENP8 block	NR3A LBD binder	hIAP activ	MPTP inh	SENP1 FRET inh	ATG4B inhibitor
9	NS(=O)(=O)c1ccc(CCNC(=O)CSc2nnc3ccccn23)cc1	-5	-1	-8	-1	0.96	-2.1	-2	-7
10	COc1nc(Nc2ccc(OC)c(Cl)c2)nc(OC)n1	10	-16	20	-22	0.98	0.0	1	-5
11	CCN(Cc1cnn(C)c1)Cc1nc(C2(c3ccc(C)cc3)CCCC2)no1	6	-2	9	-2	0.87	-4.0	2	-8
12	Cc1ccc(CCNC(=O)CCS(=O)(=O)c2ccc(Br)cc2)cc1	-1	8	10	1	1.1	2.7	1	5
13	CN(C)CCCNS(=O)(=O)c1ccc(Cl)s1	-2	-4	2	-1	0.93	-0.6	3	-4
14	COC(=O)c1ccccc1NC(=O)Cn1cnc2c(cnn2-c2ccccc2)c1=O	-4	-26	3	3	0.93	-0.7	0	-10
15	COc1ccc(/C=C/C(=O)Nc2ccc(S(=O)(=O)N3CCOCC3)cc2)c(OC)c1	6	-26	i	25*	0.91	-1.2	3	-12
16	O=C(Nc1ccccc1Cl)NC1(C(=O)NCc2cccnc2)CCCCC1	-18	0	9	-2	1	0.3	2	2

Record cards, from the list above. Order of values: PfG6PD inh, SENP6 block, SENP8 block, NR3A LBD binder, hIAP activ, MPTP inh, SENP1 FRET inh, ATG4B inhibitor
`CCN(Cc1cnn(C)c1)Cc1nc(C2(c3ccc(C)cc3)CCCC2)no1` is entered as 6, -2, 9, -2, 0.87, -4.0, 2, -8
`COc1ccc(/C=C/C(=O)Nc2ccc(S(=O)(=O)N3CCOCC3)cc2)c(OC)c1` is entered as 6, -26, i, 25*, 0.91, -1.2, 3, -12

Additional results follow:
entry	Structure	PfG6PD inh	SENP6 block	SENP8 block	NR3A LBD binder	hIAP activ	MPTP inh	SENP1 FRET inh	ATG4B inhibitor
17	CCOC(=O)N/N=C/c1ccc(Oc2ccccc2)cc1	-11	nt	8	0	nt	-0.8	-2	9
18	CCOC(=O)c1ccc(Oc2nc(NC)nc(SC)n2)cc1	-4	-16	-2	-3	1.1	-0.1	3	-3
19	CCC1CCCCN1CC(=O)c1c(C)[nH]c2cc(C)ccc12 (stereo not drawn)	7	-1	14	2	1	-0.1	-9	-14
20	Cc1ccc(N2CC(C(=O)N3CCC4(CC3)CC(=O)c3ccccc3O4)CC2=O)cc1C (stereo not drawn)	-18	-9	-57	0	1	-0.5	-1	-11
21	CCN(Cc1ccccc1)C(=O)CCc1nc(-c2ccc(C)cc2)no1	15	-6	26	-7	0.93	-3.2	0	0
22	COc1ccc(N(Cc2ccccc2)S(=O)(=O)c2cccc(C(=O)O)c2)cc1	-39	-7	35	0	1.2	1.5	4	-5
23	Cc1ccc(NC(=O)Nc2ccc(C(=O)N3CCOCC3)cc2)cc1	-12	6	11	1	0.96	1.2	1	0
24	Cc1ccccc1C(=O)Oc1ccc2ccc(O)cc2c1	27	73*	2	-4	0.86	0.5	0	0
25	Cc1ccc2cc3cc(C(=O)N4CCCCCC4)oc3nc2c1	26	57*	-234	0	0.83	-2.0	0	-2
26	O=C(NCC(=O)N(c1cccnc1)C(C(=O)NC1CCCCC1)c1cccnc1)c1ccco1 (stereo not drawn)	16	4	18	-2	0.88	0.1	1	-7
27	O=C(C[n+]1cc(-c2ccc(F)cc2)n2c1CCC2)N1c2ccccc2Sc2ccccc21	-26	22	-14	-3	0.9	1.0	-2	12
28	O=C(CCN1C(=O)c2ccccc2S1(=O)=O)NCc1ccccc1	-1	-15	10	1	0.92	-2.3	2	-2
29	COc1ccccc1NC(=O)C1CC(C(C)C)OC1=O (stereo not drawn)	8	-2	6	0	0.88	2.0	4	-6
30	COC(=O)C1=C(C)NC(=O)/C1=C\c1cccs1	2	-10	19	-1	1.4	0.3	2	-3
31	COc1cccc(OC)c1C(=O)Nc1ccc(C)cc1C(=O)c1ccccc1	12	2	11	0	0.93	1.1	0	-4
32	CCN1CCN(C(c2ccc(OC)c(OC)c2)c2nnnn2C(C)(C)C)CC1 (stereo not drawn)	0	nt	19	-1	nt	0.2	1	3
33	O=C(CN1C(=O)c2ccccc2S1(=O)=O)NC(Nc1ccccc1F)C(Cl)(Cl)Cl (stereo not drawn)	11	-3	18	-4	1.2	-0.9	3	-10
34	COc1cc(NC(=O)c2cccs2)c(C(=O)OCC(=O)NC(=O)NC(C)(C)C)cc1OC	8	-26	-129	-7	1.1	0.0	2	1
35	CCOc1ccc(NC(=O)CN(C)C(=O)CN2C(=O)NC3(CCCC3)C2=O)cc1OCC	-5	-8	1	-3	0.94	-1.4	3	-14
36	CCN(CC)S(=O)(=O)c1ccc(N2CC(C(=O)N3Cc4ccccc4CC3C(N)=O)CC2=O)cc1 (stereo not drawn)	-3	4	9	0	0.98	-0.4	-2	28
37	Cc1ccc(Nc2nc(N3CCOCC3)nc(N3CCOCC3)n2)cc1Cl	21	-8	-2	0	0.94	0.5	1	-7
38	O=C(CSc1nc(O)c(C2CCCCC2)c(=O)[nH]1)Nc1ccc(Cl)cc1	-26	-11	32	1	1.1	-1.5	-1	-8
39	C[n+]1c(-c2ccccc2)cc2c(=Cc3ccccc3)c3ccccc3n21	21	nt	-248	-6	nt	-4.6	-26	18
40	Cc1ccc(Cl)cc1N1CCN(C(=O)Cc2csc(Nc3nc(=S)[nH]c4ccccc34)n2)CC1	-15	16	-463	-2	1.1	0.4	-35	4

Sorted by SMILES length (lowest first): 5 of the compounds above
entry	Structure	PfG6PD inh	SENP6 block	SENP8 block	NR3A LBD binder	hIAP activ	MPTP inh	SENP1 FRET inh	ATG4B inhibitor
39	C[n+]1c(-c2ccccc2)cc2c(=Cc3ccccc3)c3ccccc3n21	21	nt	-248	-6	nt	-4.6	-26	18
38	O=C(CSc1nc(O)c(C2CCCCC2)c(=O)[nH]1)Nc1ccc(Cl)cc1	-26	-11	32	1	1.1	-1.5	-1	-8
35	CCOc1ccc(NC(=O)CN(C)C(=O)CN2C(=O)NC3(CCCC3)C2=O)cc1OCC	-5	-8	1	-3	0.94	-1.4	3	-14
34	COc1cc(NC(=O)c2cccs2)c(C(=O)OCC(=O)NC(=O)NC(C)(C)C)cc1OC	8	-26	-129	-7	1.1	0.0	2	1
40	Cc1ccc(Cl)cc1N1CCN(C(=O)Cc2csc(Nc3nc(=S)[nH]c4ccccc34)n2)CC1	-15	16	-463	-2	1.1	0.4	-35	4

Other structures follow.
entry	Structure	PfG6PD inh	SENP6 block	SENP8 block	NR3A LBD binder	hIAP activ	MPTP inh	SENP1 FRET inh	ATG4B inhibitor
41	c1ccc(Sc2ncnc3c2oc2ccccc23)nc1	-4	-2	0	3	0.94	2.1	0	-5
42	CCCNc1ncnc2c1cnn2C1CCCCO1 (stereo not drawn)	-2	nt	8	0	nt	-1.8	2	-11
43	O=C(CCS(=O)(=O)c1cccc2nonc12)N1CC(=O)N(CCc2ccccc2)C(=O)C1	-4	-6	-1	-2	0.99	0.6	2	-5
44	O=C(c1ccccc1)c1ccc(N2CCN(C(=O)c3ccc(F)cc3F)CC2)c(F)c1	-2	nt	-83	nt	nt	3.5	0	nt
45	O=C(c1ccc2c(c1)OCCO2)N1CCN(c2ccccn2)CC1	2	10	10	0	1	0.2	-1	-2
46	O=C(Nc1nnc(-c2ccco2)s1)c1ccccc1	26	68*	-236	6	1.8	1.8	-10	2
47	O=C(CSc1nc2ccccc2o1)NCc1ccco1	7	6	22	1	1.2	-1.5	4	-5
48	COc1ccccc1C1(O)CCN(CC(=O)Nc2c(C)nn(C)c2C)CC1	-8	-21	10	-2	0.85	0.6	-1	-2
49	COc1cccc(N2C(=O)CN(Cc3cc(OC)c(OC)c(OC)c3)C2=S)c1	5	10	21	-7	0.95	1.1	1	-1
50	O=C(NCc1ccco1)c1ccc(-c2csnn2)cc1	5	7	-13	-1	1.1	-1.9	2	-1
51	O=C(COC(=O)c1cc(S(=O)(=O)N2CCOCC2)c(Cl)cc1Cl)NC1CC1	-1	4	-1	0	0.99	-0.1	0	-3
52	Cc1ccc2nc(SCC(=O)Nc3cc(C(C)(C)C)nn3-c3ccccc3)[nH]c2c1	20	-20	6	-3	0.9	11	1	-23
53	O=S(=O)(NCC(Nc1ccc(Cl)cc1)c1ccccc1)c1ccc(Cl)cc1 (stereo not drawn)	6	12	3	28*	0.97	87*	1	-4
54	COc1cc(OC)cc(C(=O)NCC(=O)OCc2nc3ccccc3s2)c1	-5	5	-47	2	1	-3.4	-10	5
55	COc1ccc(C)cc1N(CC(=O)N/N=C/c1ccc2c(c1)OCO2)S(C)(=O)=O	-6	-19	12	-1	0.88	0.6	0	-14
